Tau fluor cs – Counterscreen qHTS for Inhibitors of Tau Fibril Formation, Fluorescence Polarization | tau K18 P301L Alexa594 fluorescence, heparin fibrillization | Potency, µM (doses to about 57.7 µM), for inactives: at the top dose activity change, negative = decrease | 280,000 tested, 0.93% active | AID 1463, 2008; further: on the % scale 0 is the no-effect control and ±100 the full control effect; nearly all actives have a fitted effect of over 55% in size
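Human K18 P301L tau (15 uM unlabeled plus 0.24 uM Alexa 594-labeled, final) in 100 mM sodium acetate pH 7 was mixed with compound and 20 uM heparin and incubated 6 hr at 37 C.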
aGal spleen mod – qHTS Assay for Inhibitors and Activators of Human alpha-Galactosidase From Spleen Homogenate; Potency, µM (doses to about 80 µM), for the others: at the highest dose activity change, negative = inhibition, actives largely listed as inhibitors; human spleen homogenate, 4MU-alpha-Gal fluorescence, 40 min; Alpha-galactosidase A (Homo sapiens), P06280; AID 2107, 2009; 240,000 tested, 0.008% active;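 further: 0% = enzyme with vehicle and -100% = no enzyme basal signal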
Target sequence (P06280 32-429 limits assumed): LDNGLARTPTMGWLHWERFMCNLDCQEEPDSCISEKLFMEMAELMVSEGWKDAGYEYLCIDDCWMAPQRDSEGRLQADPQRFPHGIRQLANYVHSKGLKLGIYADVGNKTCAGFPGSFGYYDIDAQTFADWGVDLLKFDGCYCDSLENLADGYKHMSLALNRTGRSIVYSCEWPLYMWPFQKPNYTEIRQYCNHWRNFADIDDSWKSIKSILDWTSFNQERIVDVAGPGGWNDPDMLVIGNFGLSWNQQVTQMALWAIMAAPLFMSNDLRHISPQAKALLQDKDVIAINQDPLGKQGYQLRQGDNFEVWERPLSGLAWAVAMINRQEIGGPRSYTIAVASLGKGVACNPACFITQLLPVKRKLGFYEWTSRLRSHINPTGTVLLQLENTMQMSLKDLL
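Fluorogenic readout (Ex 365/Em 440 nm) of 4-methylumbelliferone released from 1 mM 4-MU-alpha-galactoside by spleen homogenate, 40 min at 37C, pH 5.0. Data normalized to no-enzyme and enzyme controls; Hill-equation AC50 from compound titrations.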
HTT ATP protect – qHTS Multiplex Assay to Identify Dual Action Probes in a Cell Model of Huntington: Cytoprotection (ATP) | PC12 HTT-Q103 induced, cytoprotection, ATP luminescence, 40 h | Potency, µM (series often up to 56.4 µM), without a hit: cytoprotection (ATP increase), actives largely listed as activators | 230,000 tested, 0.14% active;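 further: % of control where 0% means no effect; nearly all actives have a fitted effect of over 45% in size; toxic huntingtin expression switched on by the ecdysone agonist tebufenozide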
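Stable PC12 Q103-GFP cells in serum-supplemented, phenol red-free DMEM; induction by tebufenozide at 100 nM final; compound dose series; cell viability quantified luminescently from ATP.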
aGlu spleen mod – qHTS Assay for Inhibitors and Activators of Human alpha-Glucosidase From Spleen Homogenate; AID 2112, 2009; human spleen homogenate, 4-MU-alpha-glucoside fluorescence; Potency, µM (top dose mostly 79.9 µM), without a hit: at the top dose activity change, negative = inhibition, hits mostly inhibitors; 240,000 tested, 0.006% active; Lysosomal alpha-glucosidase (Homo sapiens), P10253;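 further: 0% = enzyme with vehicle and -100% = no enzyme basal signal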
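AC50 values come from Hill-equation fits of concentration-response data, normalized to no-enzyme and full-activity controls. Enzyme source: 1 ug human spleen homogenate; 1 mM fluorogenic 4-MU glucoside, pH 5.0 citrate buffer, 37 C, 40 min.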
GAA glycogen mod – qHTS Assay for Inhibitors and Activators of Human alpha-Glucosidase Cleavage of Glycogen | recombinant GAA, glycogen substrate, Amplex Red glucose oxidase fluorescence | AID 2100, 2009 | 300,000 tested, 0.38% active | Potency, µM (highest dose often 76.4 µM), for the others: top-dose activity change, negative = inhibition, usual class: inhibitors | Lysosomal alpha-glucosidase (Homo sapiens), P10253;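 further: 0% = full enzyme reaction and -100% = no-enzyme basal signal; the screen sought inhibitors and activators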
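Natural-substrate format: glycogen cleavage by 4 nM human enzyme, glucose read by Amplex Red coupling (Ex 573, Em 610 nm). Normalized to enzyme and no-enzyme controls.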
Tau fibril FP – qHTS for Inhibitors of Tau Fibril Formation, Fluorescence Polarization. Microtubule-associated protein tau (Homo sapiens), P10636. K18 P301L tau heparin fibrillization, Alexa594 FP, 6 h. Potency, µM (titrated, usually from 57.7 µM), for the others: at the top dose activity, negative = inhibition, most hits filed as inhibitors. 280,000 tested, 0.39% active; further: on the % scale 0 is the no-effect control and ±100 the full control effect; nearly all actives have a fitted effect of over 55% in size
Target sequence (P10636 561-689 P618L limits assumed): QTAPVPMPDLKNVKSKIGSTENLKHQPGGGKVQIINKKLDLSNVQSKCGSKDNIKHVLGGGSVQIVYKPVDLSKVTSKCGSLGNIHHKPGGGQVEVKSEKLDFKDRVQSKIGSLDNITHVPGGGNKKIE
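Compound effects on tau fibrillization are measured by Alexa 594 fluorescence polarization (ex 555, em 632 nm). K18 P301L tau is used at 15 uM with 0.24 uM labeled tracer, and 20 uM heparin induces aggregation over 6 hr at 37 C.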
GAA inhib – qHTS Assay for Inhibitors of Human alpha-Glucosidase as a Potential Chaperone Treatment of Pompe Disease; Lysosomal alpha-glucosidase (Homo sapiens), P10253; purified human GAA, 4-MU-alpha-glucoside fluorescence; Potency, µM (titrated, usually from 76.9 µM), for inactives: at the top dose activity change, negative = inhibition, hits mostly inhibitors; 200,000 tested, 0.005% active; AID 1466, 2008;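 further: plate controls were uninhibited enzyme wells for no effect and no-enzyme background for full effect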
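Fluorescence at Ex 365/Em 440 nm from 4-methylumbelliferone reported enzyme activity after 20 min at room temperature. Reactions used 4 nM enzyme and 400 uM substrate at pH 5.0; curves fitted with the Hill equation.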
Tau fibril ThT – qHTS for Inhibitors of Tau Fibril Formation, Thioflavin T Binding | Potency, µM (series often up to 57.4 µM), inactives show top-dose activity, negative = inhibition, most hits filed as inhibitors | 270,000 tested, 2.1% active | Microtubule-associated protein tau (Homo sapiens), P10636 | AID 1460, 2008 | recombinant tau K18 P301L (four-repeat tau fragment), heparin-induced fibrillization, ThT fluorescence; further: on the % scale 0 is the no-effect control and ±100 the full control effect; nearly all actives have a fitted effect of over 55% in size
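Heparin-induced (20 uM) aggregation of recombinant human K18 P301L tau, 15 uM unlabeled with 0.24 uM labeled, pH 7 acetate buffer, 6 hr at 37 C with compound. Fibrils quantified by 30 uM ThT fluorescence after 1 hr ambient incubation.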
Starred values were filed as active, the others as inactive; ? = inconclusive; · = not tested or not shown; & = joins results of further samples; [ ] = remark or other dose. The call rests on the fitted dose curve; in most records, active means well fitted curve in the direction sought with a large enough effect; inconclusive means small, poorly fitted or top-dose-only effect, or another doubt; inactive means no such curve, though single readings can be large; an effect the other way counts as inactive or inconclusive. Potency means the concentration at half of the fitted maximal effect.

The line under a structure holds: GAA inhib | Tau fibril ThT | aGlu spleen mod | aGal spleen mod | HTT ATP protect | GAA glycogen mod | Tau fibril FP | Tau fluor cs
CCOc1cc(CNCCO)cc(Br)c1OCc1ccc(Cl)cc1
  0% | -10% | -19% | 5% | -164%[inhibitor] | 8% | -8% | -16%
CC(=O)CSc1nnc(-c2ccc3c(c2)OCO3)o1
  3% | -9% | -6% | -9% | -1%[10 µM] | 1% | 11% | -2%
O=C(O)c1ccc(CSc2nc3cccnc3n2Cc2cccc(F)c2)cc1
  · | -1% | · | · | · | -5%[76.3 µM] | -2% | -1%
COc1ccc(/C(C)=N/NC(=O)c2ccccc2OCc2ccccc2)c(OC)c1
  ? | -15% | -1% | -4% | -83%[inhibitor] | -2% | -6% | -5%
COCCCNC(=O)c1ccc(-n2c(-c3ccccc3)cc3c2CCCC3)cc1
  · | -11% | · | · | · | 17%[76.3 µM] | ? | -24%
Cn1cnnc1-c1cccc(NS(=O)(=O)c2ccc(N3CCCC3=O)cc2)c1
  1% | -11% | -7% | -3% | -8% | -3% | -4% | -9%
CC(C)(C)c1cc(CN2CCCCC2)cc(C(C)(C)C)c1O
  -5% | 2% | 4% | 9% | -16% | -10% | 1% | 0%
Cc1nn(CC#N)c(=O)n1-c1ccc(C(C)C)cc1
  -5% | 4% | 4% | -16% | ? | -9% | 3% | 7%
C/C(=N\Nc1ccc(Cl)c(C(=O)O)c1)c1ccc[nH]1
  · | ? | 0% | -1% | 12%[10 µM] | ? | -16% | -29%
CCOC(=O)C1=C(C)N=c2s/c(=C\c3ccncc3)c(=O)n2C1c1ccc2c(c1)OCO2 (stereo not drawn)
  -4% | 25µM* | -5% | 0% | 14%[0.074 µM] | -7% | ? | ?
CCCN1Cc2cccc(C(=O)NC(CC(=O)OCC)c3ccc(C)cc3)c2C1=O (stereo not drawn)
  -1% | -8% | -5% | -2% | -30%[inhibitor] | -10% | -3% | -16%
CCOC(=O)/C=C1\CC(C(=O)OCC)Oc2c(OC)cccc21 (stereo not drawn)
  · | -14%[81.4 µM] | 0%[119 µM] | 10%[119 µM] | 8% | · | -9%[81.3 µM] | -11%[81.3 µM]
O=S(=O)(c1cccc(-c2nnc(-c3ccc(Br)cc3)o2)c1)N1CCCCCC1
  -5% | -13% | 0% | -9% | -7% | 6% | 1% | -8%
CC(=O)Nc1sc2c(c1C#N)CCC2
  4% | 2% | 4% | 1% | -12%[10 µM] | 6% | -7% | 3%
O=C(CSc1nnc(-c2ccncc2)n1Cc1ccccc1)Nc1nccs1
  1% | -6% | -4% | -7% | 12% | 3% | -3% | -3%
N=C1c2ccccc2CN1NC(=O)CC12CC3CC(CC(C3)C1)C2
  -1% | -15% | 1% | 8% | -10%[10 µM] | -5% | -5% | -10%
Cc1oc2c(C)c(O)ccc2c(=O)c1-c1ccc2ccccc2n1
  -1% | -1% | -27% | -19% | -1% | 0% | -1% | 2%
COC(=O)Nc1ccc(S(=O)(=O)Nc2ccc(O)cc2)cc1
  -1% | -4% | -1% | -1% | 24%[10 µM] | 32µM* | 8% | 3%
c1ccc(CSc2nnc(C3CCNCC3)o2)cc1
  · | -5% | · | · | · | 14%[76.3 µM] | 0% | -2%
COc1ccc(CC(=O)Nc2c3c(nn2-c2cccc(C)c2C)CS(=O)C3)cc1OC (stereo not drawn)
  -4% | 4% | 1% | -3% | -10% | 7% | 9% | 10%
Cc1sc2nc(SCC(=O)NCCOCCO)n(C)c(=O)c2c1C
  5% | 2% | -11% | -5% | -17% | -22% | 10% | 8%
CC(=O)Nc1ccc(C(=S)NCCCO)cc1
  11% | 5% | -2% | 1% | -37%[inhibitor] | -4% | 1% | 6%
CCOC(=O)C1CCN(Cc2ccccc2C)CC1
  -6% | -2% | -5% | -3% | ? | -4% | 0% | -5%
CCC(C)c1ccc(S(=O)(=O)N2CC(=O)Nc3ccccc32)cc1 (stereo not drawn)
  -8% | 3% | 1% | 5% | -42%[10 µM] | -7% | -11% | -8%
Cc1ccc(NS(=O)(=O)c2cc(NC(=O)c3ccc4c(c3)NC(=O)CS4)ccc2Cl)c(C)c1
  3% | -13% | 1% | -2% | 11%[10 µM] | 13% | 25µM* | ?
O=C(NCC1CCCO1)c1ccc2c(=O)n(CCc3ccccc3)c(=O)[nH]c2c1 (stereo not drawn)
  ? | -8% | -5% | 12% | -24% | 3% | 2% | -3%
Cc1c(C(C)(C)C)c(C=S)n2ccccc12
  -6% | ? | 0% | 0% | -10% | -3% | -8% | -26%
COc1ccc(CN(C(=O)c2cc3ccccc3oc2=O)C2CCS(=O)(=O)C2)cc1 (stereo not drawn)
  · | 4%&-8% | 0% | -14% | -17%[10 µM] | 5% | 1%&-4% | 5%&-9%
O=C(O)c1ccccc1CSC1=NCCS1
  -4% | ? | -1% | 8% | -21% | -23% | -13% | -5%
CCN1CCc2c(sc(-n3cccc3)c2C(CCC(C)C)NC(=O)NCCC(=O)OC)C1 (stereo not drawn)
  · | -11% | · | · | · | 24%[76.3 µM] | -13% | -6%

A second format for part of the listing above.
compound	GAA inhib	Tau fibril ThT	aGlu spleen mod	aGal spleen mod	HTT ATP protect	GAA glycogen mod	Tau fibril FP	Tau fluor cs
COC(=O)Nc1ccc(S(=O)(=O)Nc2ccc(O)cc2)cc1	-1%	-4%	-1%	-1%	24%[10 µM]	32µM*	8%	3%
c1ccc(CSc2nnc(C3CCNCC3)o2)cc1	·	-5%	·	·	·	14%[76.3 µM]	0%	-2%
COc1ccc(CC(=O)Nc2c3c(nn2-c2cccc(C)c2C)CS(=O)C3)cc1OC (stereo not drawn)	-4%	4%	1%	-3%	-10%	7%	9%	10%

(more compounds)
The line under a structure holds: GAA inhib | Tau fibril ThT | aGlu spleen mod | aGal spleen mod | HTT ATP protect | GAA glycogen mod | Tau fibril FP | Tau fluor cs
Cc1ccc(OCC(=O)NC2=NCCS2)cc1
  -1% | -3% | 1% | -4% | 3% | 11% | 3% | 3%
CC(=O)Nc1ccc(C(=O)NCCc2ccccc2)cc1
  -4% | -10% | -17% | 7% | -15%[10 µM] | 1% | -6% | -5%
Cc1cc(C(=O)OCC(=O)Nc2ccc(F)cc2)c(C)o1
  -1% | -2% | -1% | 1% | 3% | 1% | -1% | -6%
O=C(c1cc(C2CC2)on1)N1CCN(c2ccccc2)CC1
  1% | ? | 1% | -1% | 6% | 30% | 2% | -14%
CCNC(=O)C1CCCN(c2nc(C)cc(C)n2)C1 (stereo not drawn)
  ? | 4% | 1% | 3% | 14%[10 µM] | -6% | -4% | 7%
COc1ccc(CC(=O)NCc2cccs2)cc1OC
  0% | -10% | 0% | -3% | 10%[10 µM] | 13% | -4% | -6%
O=C(OCC1OC(OC(=O)c2cc(O)c(O)c(OC(=O)c3cc(O)c(O)c(O)c3)c2)[C@@H](OC(=O)c2cc(O)c(O)c(OC(=O)c3cc(O)c(O)c(O)c3)c2)C(OC(=O)c2cc(O)c(O)c(OC(=O)c3cc(O)c(O)c(O)c3)c2)C1OC(=O)c1cc(O)c(O)c(OC(=O)c2cc(O)c(O)c(O)c2)c1)c1cc(O)c(O)c(OC(=O)c2cc(O)c(O)c(O)c2)c1 (stereo partly drawn)
  · | 1.3µM* | ? | -4% | -69%[inhibitor] | · | ? | 0.5µM*[quencher]
CCc1ccccc1NC(=O)[C@H](Cc1ccccc1)N1Cc2ccccc2C1=O
  · | -15% | · | · | · | -12%[76.3 µM] | -7% | -19%
c1csc(-c2cnc3ccccc3n2)c1
  ? | -13% | 6% | 24% | -17%[0.074 µM] | 6% | -5% | 1%
Cc1cccc(NC(=O)CSc2c3c(nc4ccccc24)CCC3)n1
  1% | ? | -8% | 1% | -9% | 3% | -1% | -15%
CCOC(=O)C1=C(C)NC(=O)NC1c1ccc(Br)o1 (stereo not drawn)
  3% | 2% | -9% | 4% | 19%[0.074 µM] | -7% | 0% | 3%
CN(C)S(=O)(=O)c1ccc(N2CCCC2)c(C(=O)Nc2nc3c(ccc4ccccc43)s2)c1
  -1% | -2% | 4% | 6% | -19%[10 µM] | -2% | -15% | -7%
S=C(NC1CCCCC1)N1CCN(C/C=C/c2ccccc2)CC1
  ? | -1% | -4% | -2% | 12%[0.074 µM] | 3% | -1% | -11%
Cc1ccc(CNC(=O)CO/N=C/c2ccc3c(c2)OCO3)cc1
  3% | -5% | 4% | 6% | 4%[10 µM] | -3% | 1% | -8%
COc1ccc2c(c1)c(=O)c(C(=O)c1ccc(Cl)cc1)cn2CC(=O)Nc1ccc2c(c1)OCO2
  · | ? | · | · | · | 3%[76.3 µM] | -8% | -22%
OC1CCCN(Cc2ccc3ccc4cccc5ccc2c3c45)C1 (stereo not drawn)
  -8% | -4% | -1% | 1% | -106%[inhibitor] | -4% | 1% | -16%
CC(=O)n1cc(/C=C2/N=C(c3ccccc3)OC2=O)c2ccccc21
  1% | ? | 7% | 7% | -12%[10 µM] | -7% | 11% | ?
COc1cc(C(=S)N2CCCC2)cc(Cl)c1OCC(=O)Nc1ccc(C)cc1C
  -8% | 2% | 1% | -9% | · | -11% | -6% | -7%
CCN(C(N)=S)c1ccccc1
  3% | -7% | -7% | -16% | -8% | -12% | 2% | 3%
O=C(NCCCN1CCN(c2ccccc2)CC1)c1nnc(Cc2ccc(F)cc2)o1
  · | 1% | · | · | · | -12%[76.3 µM] | -8% | -1%
COC(=O)c1cc2sc(C)cc2n1Cc1nc(-c2ccc(C)cc2)oc1C
  · | ? | · | · | · | -5%[76.3 µM] | -9% | ?
CC(C)(C)NC(=S)NCc1ccncc1
  · | 7% | 3% | 1% | -3%[10 µM] | -12% | 2% | 12%

Screens from PubChem.
